# Assay outcomes (PubChem)
# RNase H inhibition – RNase H inhibition, HIV 1 Gag Pol polyprotein, FRET biochemical assay, screening (AID 372); HIV-1 RT RNase H, FRET RNA/DNA substrate fluorescence; higher % means a stronger effect; inhibition, % at 10 µM; hits with a dose series show IC50 in µM; 100,000 compounds, 0.77% hits; in the data active = inhibition above about 50%
# Numbers without * were called inactive. Some of the compounds tested. The share of hits here may be higher or lower than overall.
SMILES,RNase H inhibition
C=CCOC(=O)C1=C(C)OC(N)=C(C(=O)OC)C12C(=O)Nc1ccccc12 (configuration not stated),0%
CC(=O)C1=C(C)OC(N)=C(C(=O)OCc2ccccc2)C12C(=O)Nc1ccccc12 (configuration not stated),4%
O=c1cccc2n1C[C@H]1C[C@@H]2CN(Cc2cccc(OCc3ccccc3)c2)C1,16%
Cc1ccccc1-n1c(/C=C/c2ccc(N(C)C)cc2)nc2ccccc2c1=O,20%
COC(=O)C1=C(C)OC(N)=C(C(=O)OC)C12C(=O)Nc1ccccc12 (configuration not stated),1%
Cc1ccsc1C=C1C(=O)NC(=S)NC1=O,6%
COc1ccc(CNCCc2ccc3c(c2)OCO3)c(OC)c1C,14%
CC(=O)Oc1cc(C)cc2oc(=O)c3c(c12)CCCC3,6%
COc1ccc(CN2CCN(c3ccccc3C)CC2)c(C)c1C,2%
COc1ccc(N2C(=O)NC(=O)/C(=C/c3cn(CC(=O)Nc4ccccc4)c4ccccc34)C2=O)cc1,46%
CCOc1ccc(N2C(=O)/C(=C/c3ccc(C)cc3)C(=O)NC2=S)cc1,6%
CCCCOc1cc(C)cc2oc(=O)c3c(c12)CCC3,0%
Oc1ccc(Br)cc1CN1CCN(Cc2ccccc2F)CC1,9%
O=C1NC(=O)C(=Cc2ccccc2F)C(=O)N1,3%
O=C(N1CCc2ccccc2C1)C(Cl)(Cl)Cl,14%
CC(C)c1ccc(CN2CCN(c3ccccc3Cl)CC2)cc1,8%
Cc1ccc(OCCOc2cccc(C=C3C(=O)NC(=O)NC3=O)c2)c(C)c1,14%
O=C1NC(=O)N(c2ccc3c(c2)OCO3)C(=O)/C1=C/c1ccc(OCc2cccc(C(=O)O)c2)cc1,2%
Cn1c(O)c(C(=O)c2ccccc2Cl)c(=O)n(C)c1=O,27%
Cc1cccc(N2C(=O)NC(=O)/C(=C\c3cccn3-c3ccc(Cl)cc3)C2=O)c1,41%
O=C(Nc1ccc(Cl)cc1)O/N=C(\c1ccccc1)c1ccccn1,1%
COc1ccc(CCNCc2ccccc2Cl)cc1OC,4%
CN(C)C(=O)C(c1ccccc1)c1ccccc1,2%
COc1ccc(CCNCc2cccc(Cl)c2)cc1OC,8%
COC(=O)C1=C(C)OC(N)=C(C(=O)OCc2ccccc2)C12C(=O)Nc1ccccc12 (configuration not stated),3%

# Continuation:
SMILES,RNase H inhibition
CCCCCn1c(=O)c(C(=O)Nc2ccccc2S(N)(=O)=O)c(O)c2ccccc21,3%
CSc1ccc(CN2CCN(Cc3ccc(C)cc3)CC2)cc1,11%
Cc1ccccc1N1CCN(Cc2ccc(Cl)c(Cl)c2)CC1,0%
CN(C)c1ccc(/C=N/NC(=O)C(=O)NN/C(N)=N\[N+](=O)[O-])cc1,0%
COc1ccccc1CCNC1CCC(C)CC1 (configuration not stated),4%
COc1ccc(/C=C/C(=O)Nc2ccc(Br)cc2C(=O)c2ccccc2Cl)cc1OC,20%
COc1cc(C)cc2oc(=O)c3c(c12)CCC3,0%
CCN1CCN(c2ccc(C(F)(F)F)cn2)CC1,6%
CN1CCN(c2ccc([N+](=O)[O-])c(N3CCN(C)CC3)c2Cl)CC1,10%
CN(CCc1ccccc1)Cc1cc(I)cc(I)c1O,27%
C#CC(C)(C)N1CC[C@@H](O)[C@@H]2CCC[C@@H]21,3%
O=C(Nc1ccc(Cl)c(-c2nc3ncccc3o2)c1)c1cccc(OCc2ccccc2)c1,15%
Nc1c2c(nc3ccccc13)CCCCC2,6%
Cn1c(O)c(C=Nc2ccc(F)cc2)c(=O)[nH]c1=O,0%
CC1=C(C(=O)OCc2ccccc2)C2(C(=O)Nc3ccccc32)C(C#N)=C(N)O1 (configuration not stated),1%
CC1(C)C2([N+](=O)[O-])CNCC1([N+](=O)[O-])CNC2,5%
Cc1ccc2occ(CN3C[C@@H]4C[C@H](C3)c3cccc(=O)n3C4)c(=O)c2c1,8%
COc1ccc(CN2CCN(c3ccc(Cl)cc3)CC2)c(C)c1C,6%
O=C1CC(=O)N(c2ccc(I)cc2)C(=O)N1,0%
CCOc1ccccc1N1CCN(Cc2ccc(F)cc2)CC1,4%
COc1ccc(C=C2C(=O)NC(=S)NC2=O)cc1OCc1ccccc1Cl,24%
COP(=S)(OC)SCN1C(=O)c2ccccc2C1=O,13%
CCCCSc1nnc(NC(=O)Cn2c[n+]([N-][N+](=O)[O-])cn2)s1,1%
O=C(COc1ccc(Cl)cc1)N1CCN(C2CCCCCC2)CC1,6%
COc1ccc(C=C(C#N)C#N)c(OC)c1OC,0%

# (next part)
SMILES,RNase H inhibition
COc1ccc(CN2CCN(Cc3ccc(Br)cc3)CC2)cc1Br,3%
O=C1NC(=O)C(=Cc2cc(O)ccc2Br)C(=O)N1,12%
C=CCN1C(=O)NC(=O)/C(=C/c2c3ccccc3cc3ccccc23)C1=O,25%
COc1ccc(CN2CCN(Cc3cccc(F)c3)CC2)cc1,0%
CN(C)c1ccc(/C=C2/C(=O)C3CCN2CC3)cc1,12%
CC(C)(NO)C(=O)c1ccc(F)cc1,1%
Cc1cccc(N2C(=O)NC(=O)/C(=C\c3cnc(-c4ccccc4)nc3)C2=O)c1,12%
COc1cc(/C=C2\C(=O)NC(=O)N(C)C2=O)cc(Br)c1O,7%
O=C(Cc1ccccc1)N1CCN(C2CCN(Cc3ccccc3)CC2)CC1,10%
COc1ccc(Br)cc1CNCCc1cccc(Cl)c1,11%
COc1ccc(CN2CCN(Cc3ccccc3C)CC2)cc1,4%
CCC(C)N=Cc1c(O)[nH]c(=S)[nH]c1=O (configuration not stated),14%
CCCCCn1c(=O)c(C(=O)Nc2ncccc2C)c(O)c2ccccc21,12%
COc1cc(/C=C2\C(=O)NC(=O)N(c3ccccc3)C2=O)cc(OC)c1OC,11%
COC(=O)C1C2C(=O)N(c3ccccc3)C(=O)C12c1ccc(Cl)cc1 (configuration not stated),15%
CC(=O)N1N=C2C3CCN(CC3)C2C1c1ccc([N+](=O)[O-])cc1 (configuration not stated),6%
CC1=C(C(=O)OC(C)C)C2(C(=O)Nc3ccccc32)C(C(=O)OCc2ccccc2)=C(N)O1 (configuration not stated),0%
CCCCn1c(=O)c(C(=O)Nc2cc(C)ccn2)c(O)c2ccccc21,6%
COc1cc(OC)c(OC)cc1CNCCc1ccc(Cl)cc1,12%
COc1cc(OC)c(CN2CC=C(c3ccc(F)cc3)CC2)cc1Br,14%
Cn1cccc1/C=C1/C(=O)NC(=S)N(c2ccc(Cl)cc2)C1=O,41%
CNc1cnn(-c2cccc(C(F)(F)F)c2)c(=O)c1Cl,1%
CN1CCN(c2nc3nc(N)[nH]c(=O)c3[nH]2)CC1,0%
N#Cc1c(/N=C/c2ccc(Cl)cc2Cl)sc2c1CCCC2,13%
CC(=O)c1ccc(NC(=O)C2C(C)(C)C2(C)C)cc1,9%

# Reformatted with tabs: entries from further up.
SMILES	RNase H inhibition
CN(C)c1ccc(/C=C2/C(=O)C3CCN2CC3)cc1	12%
CC(C)(NO)C(=O)c1ccc(F)cc1	1%
Cc1cccc(N2C(=O)NC(=O)/C(=C\c3cnc(-c4ccccc4)nc3)C2=O)c1	12%
COc1cc(/C=C2\C(=O)NC(=O)N(C)C2=O)cc(Br)c1O	7%
O=C(Cc1ccccc1)N1CCN(C2CCN(Cc3ccccc3)CC2)CC1	10%
COc1ccc(Br)cc1CNCCc1cccc(Cl)c1	11%
COc1ccc(CN2CCN(Cc3ccccc3C)CC2)cc1	4%
CCC(C)N=Cc1c(O)[nH]c(=S)[nH]c1=O (configuration not stated)	14%
CCCCCn1c(=O)c(C(=O)Nc2ncccc2C)c(O)c2ccccc21	12%
COc1cc(/C=C2\C(=O)NC(=O)N(c3ccccc3)C2=O)cc(OC)c1OC	11%
COC(=O)C1C2C(=O)N(c3ccccc3)C(=O)C12c1ccc(Cl)cc1 (configuration not stated)	15%
CC(=O)N1N=C2C3CCN(CC3)C2C1c1ccc([N+](=O)[O-])cc1 (configuration not stated)	6%
CC1=C(C(=O)OC(C)C)C2(C(=O)Nc3ccccc32)C(C(=O)OCc2ccccc2)=C(N)O1 (configuration not stated)	0%
CCCCn1c(=O)c(C(=O)Nc2cc(C)ccn2)c(O)c2ccccc21	6%
COc1cc(OC)c(OC)cc1CNCCc1ccc(Cl)cc1	12%
COc1cc(OC)c(CN2CC=C(c3ccc(F)cc3)CC2)cc1Br	14%
Cn1cccc1/C=C1/C(=O)NC(=S)N(c2ccc(Cl)cc2)C1=O	41%
CNc1cnn(-c2cccc(C(F)(F)F)c2)c(=O)c1Cl	1%
CN1CCN(c2nc3nc(N)[nH]c(=O)c3[nH]2)CC1	0%
N#Cc1c(/N=C/c2ccc(Cl)cc2Cl)sc2c1CCCC2	13%
CC(=O)c1ccc(NC(=O)C2C(C)(C)C2(C)C)cc1	9%

# (continued)
SMILES,RNase H inhibition
COCCNCCOc1c(C(C)C)cccc1C(C)C,10%
Oc1ccc(C(=C(Cl)Cl)c2ccc(O)cc2)cc1,44%
Cc1ccc(-n2c(/C=C/c3ccc(O)c(O)c3)nc3ccccc3c2=O)cc1,3.8µM*
CN(CCc1ccccc1)Cc1ccc(O)cc1,6%
N(=Nc1nn[nH]n1)Nc1nnn[nH]1,5%
COC(=O)C1=C(C)OC(N)=C(C(=O)OC(C)(C)C)C12C(=O)Nc1ccccc12 (configuration not stated),1%
Cc1ccc(C)n1-c1ccc(N2CCNCC2)c([N+](=O)[O-])c1,1%
Cc1ccc(NC(=O)c2nc[nH]c2C(=O)Nc2ccc(Br)cc2C(=O)c2ccccc2)cc1,14%
CCC(N)C(=O)c1ccc(Br)cc1 (configuration not stated),0%
O=C(/C=C/c1ccc(N2N=N2)cc1)/C=C/c1ccc(N2N=N2)cc1,18%
COc1cc(C=C2C(=O)NC(=S)NC2=O)ccc1OC(=O)c1ccc(C)cc1,17%
CN1CCN(c2c(Cl)cccc2[N+](=O)[O-])CC1,20%
CCN1CCN(Cc2c(F)cccc2F)CC1,7%
CCc1cc2c(N3CCN(C)CC3)ncnc2s1,0%
N#CC1=C(N)Oc2c(c(=O)oc3ccccc23)C1c1ccco1 (configuration not stated),10%
O=c1c2ccccc2nc(/C=C/c2ccc(O)cc2)n1-c1cccc([N+](=O)[O-])c1,25%
CCOC(c1ccc(Cl)cc1)P(=O)(OCC)OCC (configuration not stated),0%
CN1CCN(Cc2ccc(F)cc2)CC1,18%
COc1cc(/C=C/c2nc3ccccc3c(=O)n2-c2cccc(C)c2)ccc1O,41%
COC(=O)Cn1cc(/C=C2\C(=O)NC(=O)N(c3ccc(OC)cc3)C2=O)c2ccccc21,6%
O=C(Nc1ccc(Br)cc1C(=O)c1ccccc1Cl)c1ccc([N+](=O)[O-])cc1,14%
COc1ccccc1-n1c(/C=C/c2ccccc2F)nc2ccccc2c1=O,14%
CC(=O)c1ccc(N2CCN(Cc3ccccc3Cl)CC2)cc1,15%
Cc1ccc(-n2c(/C=C3/C(=O)Nc4ccccc43)nc3ccccc3c2=O)cc1,20%
C#CCOC1NC(=N[N+](=O)[O-])NC1OCC#C (configuration not stated),25%

# (cont.)
SMILES,RNase H inhibition
O=C(Nc1ccccc1)Nc1cnns1,0%
O=C1NC(=S)N(c2ccc(Cl)cc2)C(=O)/C1=C/c1ccc(-c2ccccc2C(=O)O)o1,15%
O=C(COc1ccccc1)N1CCN(Cc2cccc3ccccc23)CC1,27%
CN1CCN(c2ccc([N+](=O)[O-])c(NC3CC3)c2)CC1,0%
CCOC(=O)C1=C(N)OC2=C(C(=O)CCC2)C12C(=O)Nc1ccccc12 (configuration not stated),6%
COc1ccc(OC)c(CNCCc2ccc([N+](=O)[O-])cc2)c1,2%
COc1ccc(-n2c(/C=C/c3ccccc3)nc3ccccc3c2=O)cc1,0%
N#CC(C#N)=NNc1c(Cl)cccc1Cl,3%
CCC1(C)CC(CCNCc2ccccc2)(c2ccc(C)cc2)CCO1 (configuration not stated),11%
CCOc1ccc(N2C(=O)NC(=O)/C(=C\c3ccc(N4CCCCC4)o3)C2=O)cc1,24%
O=C(Cn1c[n+]([N-][N+](=O)[O-])cn1)Nc1ccc(Br)cn1,5%
Oc1ccc(SCCCCCN2CCCCC2)cc1,1%
CCCCN=Cc1c(O)[nH]c(=S)[nH]c1=O,0%
O=[N+]([O-])c1cccc(-c2cn(-c3ccccc3)c3[n+]2CCCS3)c1,9%
C=CCN1C(=O)/C(=C\c2cc(Cl)c(O)c(OC)c2)C(=O)NC1=S,10%
NCC(O)CNc1ccc([N+](=O)[O-])c2cccnc12 (configuration not stated),6%
CC(Oc1ccccc1)C(=O)Nc1cc(Cl)c([N+](=O)[O-])cc1Cl (configuration not stated),9%
COc1cc(C)cc2oc(=O)c3c(c12)CCCC3,0%
CCN1CCN(Cc2cc(Br)c(OC)cc2OC)CC1,2%
COC(=O)c1ccccc1-n1c(C)nc2ccccc2c1=O,0%
CC(=O)C(C)Oc1cc(C)cc2oc(=O)c3c(c12)CCCC3 (configuration not stated),0%
Cc1ccccc1N1CCN(Cc2ccc(F)cc2)CC1,6%
CCOC(=O)C1=Nc2ccccc2/C1=C/c1c(O)n(C)c(=O)n(C)c1=O,10%
COc1ccccc1-n1c(/C=C/c2cccc(Br)c2)nc2ccccc2c1=O,12%
CCCCN=Cc1c(O)n(-c2c(C)cc(C)cc2C)c(=O)[nH]c1=O,2%

# (next part)
SMILES,RNase H inhibition
CC1CN(c2ccc([N+](=O)[O-])c(N3CCCCC3)c2)CCN1 (configuration not stated),13%
O=[N+]([O-])c1ccc(Cl)c(CN2CCN(c3ccccc3F)CC2)c1,14%
O=[N+]([O-])c1ccc(N2CCNCC2)cc1N1CCCC1,0%
Cc1ccc(-n2c(/C=C/c3ccc(N(C)C)cc3)nc3ccccc3c2=O)cc1,12%
CCOc1ccc(N2C(=O)NC(=O)/C(=C\c3cc(Cl)c(O)c(OC)c3)C2=O)cc1,16%
O=C(Cn1c[n+]([N-][N+](=O)[O-])cn1)N1CCN(C(=O)Cn2c[n+]([N-][N+](=O)[O-])cn2)CC1,0%
Cc1cc(OCC(=O)c2ccc(Cl)cc2)c2c3c(c(=O)oc2c1)CCC3,4%
O=[N+]([O-])c1cc(Cl)ccc1N1CCN(Cc2ccccc2)CC1,6%
O=C1NC(=S)N(c2cccc(Br)c2)C(=O)/C1=C/C=C/c1ccccc1,17%
O=Cc1cn(Cc2nc(-c3ccc(Br)cc3)no2)c2ccccc12,25%
COc1ccc(O)c(CN2CCN(Cc3ccc(Cl)cc3)CC2)c1,11%
Cc1ccccc1CN(CCc1ccc2c(c1)OCO2)Cc1ccccc1C,15%
O=[N+]([O-])c1cccc(CN2CCN(c3cccc(Cl)c3)CC2)c1,0%
